Bioassay records from PubChem.
RGS7-Gao: regulators of human RGS7-Galphao interaction | P09471 | Multiplexed bead flow cytometry, RGS7-Galphao binding; actives lie on both sides | binding response (% of control), % at 10 µM | 0.35% of 220,000 active | AID 1439; in the data active means binding response below about 49% or above about 150%; inconclusive means no clear call, values can overlap the other calls; inactive means in between;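 further: fluorescent Galphao held in activated GDP-AlF4 state binding bead-coupled RGS7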
Target sequence (P09471 whole entry, looked up): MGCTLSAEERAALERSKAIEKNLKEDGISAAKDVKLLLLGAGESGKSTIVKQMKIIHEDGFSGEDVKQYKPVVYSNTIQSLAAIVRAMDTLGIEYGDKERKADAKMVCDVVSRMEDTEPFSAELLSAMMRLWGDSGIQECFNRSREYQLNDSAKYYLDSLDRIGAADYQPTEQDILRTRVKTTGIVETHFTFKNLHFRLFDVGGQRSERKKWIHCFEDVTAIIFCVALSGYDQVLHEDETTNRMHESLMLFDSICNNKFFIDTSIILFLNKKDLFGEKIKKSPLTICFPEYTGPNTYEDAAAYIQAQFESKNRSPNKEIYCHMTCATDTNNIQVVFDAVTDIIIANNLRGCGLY
ABCG2 inh: human ABCG2 inhibition, ABCB1 as counter-screen | Q9UNQ0 | 0.1% of 190,000 active | inhibition, % at 6.6 µM | IgMXP3 cells, JC-1 efflux, flow cytometry;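 active means inhibition above 80%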;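 further: 0% = DMSO and 100% = nicardipine control wells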
Target sequence (Q9UNQ0 whole entry, looked up): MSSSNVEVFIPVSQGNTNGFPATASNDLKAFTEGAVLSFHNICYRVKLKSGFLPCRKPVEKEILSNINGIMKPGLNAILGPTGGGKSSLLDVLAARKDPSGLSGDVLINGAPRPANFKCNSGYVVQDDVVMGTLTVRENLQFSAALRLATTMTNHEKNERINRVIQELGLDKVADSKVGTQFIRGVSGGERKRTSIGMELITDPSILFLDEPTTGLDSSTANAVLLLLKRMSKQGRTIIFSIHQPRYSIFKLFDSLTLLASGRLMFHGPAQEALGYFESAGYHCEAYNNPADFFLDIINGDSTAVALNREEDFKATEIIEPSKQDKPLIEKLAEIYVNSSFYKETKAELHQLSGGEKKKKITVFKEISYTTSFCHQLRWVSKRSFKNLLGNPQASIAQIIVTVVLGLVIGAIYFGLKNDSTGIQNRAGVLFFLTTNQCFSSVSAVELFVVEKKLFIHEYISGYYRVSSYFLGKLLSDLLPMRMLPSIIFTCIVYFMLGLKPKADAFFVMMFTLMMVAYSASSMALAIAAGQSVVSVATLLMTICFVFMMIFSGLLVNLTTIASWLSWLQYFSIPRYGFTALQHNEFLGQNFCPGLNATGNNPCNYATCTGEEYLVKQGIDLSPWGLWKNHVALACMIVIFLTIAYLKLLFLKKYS
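Test system: ABCG2 IgMXP3 and barcoded ABCB1 CCRF-Adr cell mix; Schedule: cells with compound and JC-1, 10 min at 25 °C, rotating, no wash; Technique: flow cytometry of retained JC-1 fluorescence; Measure: % inhibition of efflux relative to nicardipine and DMSO; Controls: nicardipine high and DMSO low controls.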
Mcl1-Bid inh: disrupts binding of human Mcl-1 to Bid peptide | TR-FRET Mcl-1/Bid-Dy647 peptide binding, 1536-well | inhibition, % at 21.7 µM | Q07820 | 0.97% of 220,000 active;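 active means compounds that cut the binding signal by more than half at the single screening dose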;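 further: His-tagged Mcl-1 with europium anti-His antibody binding Bid BH3 peptide; 0% = Mcl-1 plus peptide wells and 100% = peptide-only wells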
Mcl1 Noxa PPI: Mcl-1/Noxa interaction inhibition | inhibition, % at 21.7 µM | Q07820 | TR-FRET Mcl-1/Noxa peptide binding, 2 h | 1.5% of 220,000 active;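 active means compounds that cut the protein-peptide binding signal by more than 50% relative to plate controls in a single-dose test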;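 further: His-tagged Mcl-1 with rhodamine Noxa BH3 peptide and terbium anti-His antibody; 0% = Mcl-1 plus Noxa peptide wells and 100% = peptide-only wells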
ABCB1 block: human ABCB1 inhibition, ABCG2 as counter-screen | CCRF-Adr cells, JC-1 efflux, flow cytometry | inhibition, % at 6.6 µM | 0.067% of 190,000 active | P08183; in the data active means inhibition above about 40%;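 further: 0% = vehicle and 100% = reference inhibitor; higher value means more JC-1 retained so stronger ABCB1 efflux block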
RGS4-Gao reg: human RGS4-Galphao interaction regulation | P09471 | Multiplexed bead flow cytometry, RGS4-Galphao binding; actives lie on both sides | binding response (% of control), % at 10 µM | 0.33% of 220,000 active | AID 1415; in the data active means binding response below about 49% or above about 150%; inactive means in between;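 further: fluorescent Galphao activated with aluminum fluoride binding bead-coupled RGS4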
GSH bead fluor: compound fluoresces at 488/530 nm on GSH beads | fluorescence (KMESF) at 10 µM | 0.25% of 190,000 active | GSH beads flow cytometry, compound fluorescence 488/530 nm; stronger effect = higher value; in the data active means fluorescence above about 89;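 further: glutathione beads carrying GST-tagged Bcl family fusion proteins plus one bare bead set; values are compound well signal with DMSO vehicle wells as background; inactives centre near 16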
RGS8-Gao reg: human RGS8-Galphao interaction regulation; multiplexed bead flow cytometry, RGS8-Galphao binding; actives lie on both sides; response (percent of control binding), % at 10 µM; 0.34% of 220,000 active; AID 1423; in the data active means response below about 60% or above about 140%; inactive means in between;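 further: Galphao activated as the GDP aluminium fluoride complex binding bead-coupled RGS8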
Avidin fluor: avidin bead compound fluorescence profile | Avidin beads, compound fluorescence 488/530 nm, flow cytometry; stronger effect = higher value | fluorescence (KMESF) at 10 µM | 0.38% of 220,000 active | AID 1775; in the data active means fluorescence above about 47; further: inactives centre near 10
Mcl-1 Bim block: human Bim-Mcl-1 interaction inhibition | Q07820 | Bead-based flow cytometry, Bim peptide-Mcl-1 binding | inhibition, % at 10 µM | 0.1% of 190,000 active | AID 1009; in the data active means inhibition above about 40%;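 further: 0% = no compound tracer wells and 100% = peptide blocker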
Pf gametocyte: kills late stage P. falciparum gametocytes | P. falciparum stage V gametocytes, ATP luminescence, 24 h | 0.065% of 150,000 active | inhibition, % at 10.9 µM | AID 743093;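 active means inhibition above the mean plus 3 SD of compounds within the control limits, set per campaign, cut at about 38% in these data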;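 further: 0% = DMSO wells and 100% = medium only without gametocytes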
The depositor's hits bear a star; ? = inconclusive; nt = no result given.

SMILES	RGS7-Gao	ABCG2 inh	Mcl1-Bid inh	Mcl1 Noxa PPI	ABCB1 block	RGS4-Gao reg	GSH bead fluor	RGS8-Gao reg	Avidin fluor	Mcl-1 Bim block	Pf gametocyte
Cc1cc(C=C(C#N)C#N)c(C)n1-c1ccccc1	98	6	-2	25	1.1	97	18	98	14	0	1
O=C(NCCc1ccccc1)c1noc2c1CCCCC2	105	11	-7	13	-0.1	102	23	100	31	0	nt
Cc1ccc(C(=O)/C=C\Nc2ccc(C)c(C)c2)cc1	101	0	-23	-8	-0.1	101	11	98	4	-4	11
CC(=O)c1cc(F)c(N2CCOCC2)cc1C	94	15	-7	3	-0.8	95	21	93	16	0	nt
CCOc1cc(CNCc2ccncc2)cc(Br)c1OCc1ccc(F)cc1	101	14	34	27	1.6	98	37	101	12	-4	13
Cc1ccsc1/C=N/Nc1cccc(C(=O)O)c1	98	10	-6	2	0.1	101	14	101	6	1	-3
Cc1cccc(C)c1NC(=O)CS(=O)CC(=O)NCCCc1ccccc1 (stereo unspecified)	101	9	2	-12	2.2	98	14	101	23	1	nt
O=c1[nH]n(-c2ccc(F)cc2)c2ncccc12	100	13	9	11	0.0	102	34	101	11	-2	nt
O=C(CC1NC2CCCCC2NC1=O)Nc1ccc2c(c1)OCO2 (stereo unspecified)	100	0	-18	-1	-0.1	99	8	99	11	5	-50
COCCn1c(SCC(=O)Nc2ccc(OC)c(S(N)(=O)=O)c2)nc2ccccc21	?	nt	-10	5	nt	103	nt	101	7	nt	5
COC(=O)c1ccccc1Sc1snnc1C	90	-1	-32	7	-0.4	102	14	98	9	0	5
CCOC(=O)C1CCCN(C(=O)c2ccc3c(=O)n(CCOC)c(=S)[nH]c3c2)C1 (stereo unspecified)	102	6	-25	-3	0.0	104	66	99	7	-4	7
COc1ccccc1N1CCN(C(=O)/C=C/c2cccc([N+](=O)[O-])c2)CC1	?	nt	-15	6	nt	105	nt	103	9	nt	-16
CCOC(=O)C1=C(N)Oc2c(c(=O)[nH]c3ccccc23)C1c1ccccc1 (stereo unspecified)	98	0	-13	3	-0.1	103	5	102	8	2	-4
CC(Sc1ncc(C(F)(F)F)cc1Cl)C(=O)NCC1CCCO1 (stereo unspecified)	107	-1	-16	12	-0.8	103	12	103	6	-1	nt

2 entries from above, set out differently.
molecule,RGS7-Gao,ABCG2 inh,Mcl1-Bid inh,Mcl1 Noxa PPI,ABCB1 block,RGS4-Gao reg,GSH bead fluor,RGS8-Gao reg,Avidin fluor,Mcl-1 Bim block,Pf gametocyte
Cc1cc(C=C(C#N)C#N)c(C)n1-c1ccccc1,98,6,-2,25,1.1,97,18,98,14,0,1
COC(=O)c1ccccc1Sc1snnc1C,90,-1,-32,7,-0.4,102,14,98,9,0,5

Next part:
SMILES	RGS7-Gao	ABCG2 inh	Mcl1-Bid inh	Mcl1 Noxa PPI	ABCB1 block	RGS4-Gao reg	GSH bead fluor	RGS8-Gao reg	Avidin fluor	Mcl-1 Bim block	Pf gametocyte
O=C1COc2ccc(C(=O)COC(=O)c3cnc(Cl)c(Cl)c3)cc2N1	?	5	-22	1	0.6	96	14	95	16	0	-13
O=C(CN1C(=O)c2cccc3cccc(c23)C1=O)N1CCCCCC1	112	4	-28	-5	1.5	109	53	102	25	0	nt
Cn1nc(C(F)(F)F)c(-c2cccc(C(F)(F)F)c2)c1NC(=O)c1cccnc1	?	nt	-25	-15	nt	99	nt	99	6	nt	-3
O=C(COC(=O)c1cccs1)NCC1CCCO1 (stereo unspecified)	100	0	-18	5	0.1	100	5	99	4	2	nt
CCOC(=O)c1[nH]c(CSc2nnnn2-c2ccccc2C)c(C(=O)OCC)c1C	95	10	-13	6	4.3	98	10	100	9	-3	-13
O=C(NC1CCCC1)C(=O)N(Cc1cccnc1)C(C(=O)NC1CCCC1)c1ccco1 (stereo unspecified)	94	-2	-4	-3	0.3	99	13	101	13	4	nt
CCOc1ccc(C2=C(C=C(C#N)C#N)C(c3ccccc3)c3ccccc3O2)cc1 (stereo unspecified)	104	-2	5	4	0.4	101	15	103	12	-4	21
CCc1ccc(-c2cn3nc(C)c(C)nc3n2)cc1	100	2	-55	35	0.4	102	17	99	21	-3	10
COc1ccc(C(=O)COC(=O)[C@H](C)Nc2ccc(C(F)(F)F)cc2[N+](=O)[O-])c(OC)c1	94	2	-25	6	-1.4	96	36	99	15	-4	-1
COc1cc(OC)cc(C(=O)NNC(=O)NC2CCCCC2)c1	nt	2	-24	-3	0.3	nt	19	nt	nt	-3	nt
CCc1ccccc1NC1=NCC(=O)N1Cc1ccccc1	99	1	-8	7	0.6	99	13	96	4	0	nt
O=C(O)CSC1=NC(=Nc2ccc(Cl)cc2)C2(CCCCC2)N1c1cccc(C(=O)O)c1	89	3	-50	39	0.0	99	13	90	12	-3	nt
Cc1cccc(NC(=O)Cc2ccc(F)cc2)c1	106	2	-15	-5	0.6	99	10	102	21	-1	-10
O=C(COC(=O)c1ccccc1-c1nc2ccccc2s1)NC1CCS(=O)(=O)C1 (stereo unspecified)	98	9	-13	8	0.6	96	11	99	11	-2	16
COc1cccc(CC(=O)NNC(=O)c2c(-c3ccccc3)noc2C)c1	?	nt	-13	22	nt	101	nt	101	7	nt	5
CCN(CC)CCNC(=O)/C(=N\O)c1ccccn1	104	-1	-9	-5	0.0	106	12	102	8	0	15
CC(=O)SCCC(=O)Nc1ccccc1	106	1	-15	-4	0.0	104	19	105	7	0	-22
CCn1c(-c2ccccc2)csc1=Nc1ccc(O)cc1	101	10	-35	64*	1.6	101	11	100	3	1	nt
O=C(O)CC1(CC(=O)Nc2cc(C(F)(F)F)cc(C(F)(F)F)c2)CCCCC1	?	nt	7	1	nt	97	nt	100	7	nt	-3
COc1ccc(-c2nc3ccccc3c(=O)n2CCOc2cccc(C)c2C)cc1	100	14	95*	11	1.3	101	10	102	11	-4	11
CCOc1ccccc1C(=O)NC(C(=O)NCc1ccc(F)cc1)C(C)C (stereo unspecified)	100	12	-9	9	2.4	99	20	97	5	0	-5
CCOc1ccc(OCCN2C(=O)NC3(CCCc4ccccc43)C2=O)cc1 (stereo unspecified)	97	11	-5	18	2.3	98	15	101	18	-2	nt
CCOC(=O)c1c(-c2ccccc2)c(C(C)=O)c(=O)n(C)c1C	94	2	-19	10	0.2	95	21	102	8	0	nt
CC(C)(C)N(NC(=O)Nc1ccc(Cl)cc1)C(=O)c1ccccc1	103	2	-1	5	0.3	103	8	103	10	0	nt
CCCC(=O)Nc1cc2c(cc1C(C)=O)OCCO2	104	17	-12	-10	3.5	102	10	100	10	-1	-3
Cc1oc(C)c(C(=O)O)c1COc1ccc(C(=O)O)cc1	99	0	-10	21	0.1	98	26	99	14	4	nt
O=C(Nc1cccc2ccccc12)C1CCN(C(=O)NCc2ccccc2)CC1	100	5	0	0	0.5	94	12	99	11	2	nt
Cc1cc(C(=O)NCC(=O)OCC(=O)N2CCCCCC2)ccc1[N+](=O)[O-]	107	1	-52	-4	0.7	103	15	101	18	-4	nt
Cc1cc(C)c(NC(=O)CCCN2CCN(C)CC2)c(C)c1	101	1	-34	6	0.2	102	64	105	12	3	-1
COC(=O)c1ccccc1NC(=O)NCc1ccccn1	101	2	-25	-43	0.3	100	10	98	36	-2	1

2 compounds picked at random from the list so far, as already listed:
SMILES	RGS7-Gao	ABCG2 inh	Mcl1-Bid inh	Mcl1 Noxa PPI	ABCB1 block	RGS4-Gao reg	GSH bead fluor	RGS8-Gao reg	Avidin fluor	Mcl-1 Bim block	Pf gametocyte
O=C(COC(=O)c1ccccc1-c1nc2ccccc2s1)NC1CCS(=O)(=O)C1 (stereo unspecified)	98	9	-13	8	0.6	96	11	99	11	-2	16
O=C(O)CSC1=NC(=Nc2ccc(Cl)cc2)C2(CCCCC2)N1c1cccc(C(=O)O)c1	89	3	-50	39	0.0	99	13	90	12	-3	nt

Other records
SMILES	RGS7-Gao	ABCG2 inh	Mcl1-Bid inh	Mcl1 Noxa PPI	ABCB1 block	RGS4-Gao reg	GSH bead fluor	RGS8-Gao reg	Avidin fluor	Mcl-1 Bim block	Pf gametocyte
Cc1nc(SCc2cccc(Oc3ccccc3)c2)n[nH]1	102	2	2	14	0.6	101	23	101	14	1	nt
Cc1ccc(C(=O)Nc2ccccc2C(N)=O)o1	90	3	4	5	0.4	93	33	93	14	3	8
Cc1ccccc1OCC(=O)NC(Cc1c[nH]c2ccccc12)C(=O)O (stereo unspecified)	97	0	-65	21	0.2	98	16	97	5	0	nt
Cc1cccc(C(=O)Nc2sc(C(=O)N3CCCC3)c(C)c2C#N)c1	90	0	-1	-11	-1.5	92	28	96	7	2	nt
Nc1nc2ncc(C(=O)c3cc(Cl)cc(Cl)c3O)cc2s1	?	nt	-57	28	nt	92	nt	97	4	nt	-4
CCCCCCCCC(=O)NCCOc1ccccc1	100	9	10	17	-1.1	100	15	102	22	-4	-41
O=C(CSc1ccc(-c2ccncc2)nn1)N1CCCCC1	100	2	-17	0	0.5	94	21	102	23	1	-7
O=C(NN=C1CCN(Cc2ccccc2)CC1)c1ccccc1	94	11	-34	-6	0.1	96	11	98	6	-5	7
COCCCn1c(-c2cccs2)nc2nc3ccccc3nc21	?	nt	11	13	nt	103	nt	104	6	nt	-26
CCn1c(SCC(=O)c2ccc3ccccc3c2)nnc1-c1ccco1	100	3	12	18	0.2	100	37	103	14	-1	-8
Cc1ccc2c(CN3C(=O)NC4(CCCCC4)C3=O)cc(=O)oc2c1C	102	3	-39	-2	1.6	103	10	101	10	0	18
O=C(CSc1nc(-c2ccco2)cc(C(F)(F)F)n1)NC1CCCCCCC1	91	3	1	-24	0.7	86	16	78	3	-3	nt
Cc1cc(C)nc(NC(=O)c2cccc(Cl)c2)n1	99	6	-16	3	-0.7	98	21	92	18	0	5
CC1(Cc2cn(CCC#N)c3ccccc23)OCCO1	99	1	-21	9	0.3	100	31	98	7	-1	4
COc1ccc(C(c2nnnn2CCc2ccccc2)N2CCN(C3CCCC3)CC2)cc1OC (stereo unspecified)	99	1	43	19	0.2	106	54	103	7	1	nt

Full records from above.
CC1(Cc2cn(CCC#N)c3ccccc23)OCCO1 as listed: RGS7-Gao = 99; ABCG2 inh = 1; Mcl1-Bid inh = -21; Mcl1 Noxa PPI = 9; ABCB1 block = 0.3; RGS4-Gao reg = 100; GSH bead fluor = 31; RGS8-Gao reg = 98; Avidin fluor = 7; Mcl-1 Bim block = -1; Pf gametocyte = 4
Cc1cccc(C(=O)Nc2sc(C(=O)N3CCCC3)c(C)c2C#N)c1 as listed: RGS7-Gao = 90; ABCG2 inh = 0; Mcl1-Bid inh = -1; Mcl1 Noxa PPI = -11; ABCB1 block = -1.5; RGS4-Gao reg = 92; GSH bead fluor = 28; RGS8-Gao reg = 96; Avidin fluor = 7; Mcl-1 Bim block = 2; Pf gametocyte = nt
Cc1ccc2c(CN3C(=O)NC4(CCCCC4)C3=O)cc(=O)oc2c1C as listed: RGS7-Gao = 102; ABCG2 inh = 3; Mcl1-Bid inh = -39; Mcl1 Noxa PPI = -2; ABCB1 block = 1.6; RGS4-Gao reg = 103; GSH bead fluor = 10; RGS8-Gao reg = 101; Avidin fluor = 10; Mcl-1 Bim block = 0; Pf gametocyte = 18
